# Screens from PubChem BioAssay.
# TCR-CD3 inh = inhibitors of human TCR-CD3 interaction, primary screen, biochemical, fluorescence, TAMRA-labeled TCR probe; AID 651800, 2012; inhibition, % at 9.4 µM; hit rate 0.37% among 360,000; in the data active means inhibition above about 19%;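 further: recombinant mutant TCR 2C K166C tagged with TAMRA read by polarization; 0% = receptor in buffer alone and 100% = receptor with positive control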
# rCAG binder = binders of r(CAG) RNA repeats, primary screen, biochemical, fluorescence. hit rate 1.3% among 370,000. r(CAG) RNA repeat, TO-PRO-1 dye displacement fluorescence. inhibition, % at 3 µM. AID 651821, 2012;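 active means inhibition above the plate cutoff, the mean of all test compounds on that plate plus 3 SD, cut at about 35% in these data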;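 further: 0% = DMSO alone and 100% = 100 µM mitoxantrone as full dye displacement; higher means more dye released from RNA so lower well fluorescence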
# ABHD4 inh = ABHD4 inhibitors, primary screen, biochemical, fluorescence polarization, mouse. purified mABHD4, FP-Rh probe fluorescence polarization. inhibition, % at 8.92 µM. hit rate 0.54% among 370,000. AID 720543, 2013;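 active means inhibition exceeding the mean over every tested compound plus 3 SD, cut at about 30% in these data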;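 further: 0% = plate median of compound wells and 100% = S159A mutant with DMSO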
# Target sequence (Q8VD66 whole entry, looked up): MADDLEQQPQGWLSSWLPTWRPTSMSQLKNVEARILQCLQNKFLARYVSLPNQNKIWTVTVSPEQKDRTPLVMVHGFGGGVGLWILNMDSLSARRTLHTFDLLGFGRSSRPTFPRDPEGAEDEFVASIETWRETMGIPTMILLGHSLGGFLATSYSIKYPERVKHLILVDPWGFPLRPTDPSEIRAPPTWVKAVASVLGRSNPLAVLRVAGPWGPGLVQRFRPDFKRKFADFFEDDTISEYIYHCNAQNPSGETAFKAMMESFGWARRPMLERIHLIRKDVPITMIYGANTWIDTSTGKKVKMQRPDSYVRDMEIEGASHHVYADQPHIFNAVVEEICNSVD
#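 Assay system: wild-type mouse ABHD4 protein; compound: single nominal dose of 8.92 µM, 0.89% DMSO final; schedule: 45 min + 60 min at 25 °C; measured by: FP readout, ex 525 nm / em 598 nm; evaluation: % inhibition of FP-Rh probe binding versus controls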
# HTRA1 inh = HTRA1 serine protease inhibitors, primary screen, biochemical, fluorescence polarization, HTS | recombinant HTRA1, FP-rhodamine activity-based probe | inhibition, % at 5.96 µM | hit rate 0.5% among 340,000 | AID 504803, 2011; in the data active means inhibition above about 36%;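 further: 0% = enzyme with DMSO and 100% = wells lacking enzyme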
# PRMT1 FP inh = PRMT1 methyltransferase inhibitors, primary screen, biochemical, fluorescence polarization. inhibition, % at 2.79 µM. recombinant PRMT1, activity-based probe fluorescence polarization. Protein arginine N-methyltransferase 1 (Homo sapiens), Q99873. AID 652257, 2013. hit rate 1.3% among 370,000;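 active means inhibition above about 21% made by adding two undisclosed values, limit read from the data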
# MBD2 DNA inh = inhibitors of MBD2 binding to methylated DNA, primary screen, biochemical, TR-FRET, DNA-binding domain, human; inhibition, % at 4.4 µM; hit rate 0.31% among 370,000; MBD2 binding to methylated oligonucleotide; Methyl-CpG-binding domain protein 2 (Homo sapiens), Q9UBB5; in the data active means inhibition above about 13%
# Rev-erbA mod = modulators of Rev-erb alpha DNA binding, primary screen, biochemical, FITC-DNA, fluorescence polarization, uHTS. Rev-erbα–FITC-DNA binding, 90 min. hit rate 0.79% among 370,000. activity, % at 10 µM;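 active means activity above about 14%, limit read from the data; passing the limit was not always enough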;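 further: 0% = DMSO wells with 35 nM protein and 100% = DMSO wells with 750 nM protein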
# Target sequence (P20393 whole entry, looked up): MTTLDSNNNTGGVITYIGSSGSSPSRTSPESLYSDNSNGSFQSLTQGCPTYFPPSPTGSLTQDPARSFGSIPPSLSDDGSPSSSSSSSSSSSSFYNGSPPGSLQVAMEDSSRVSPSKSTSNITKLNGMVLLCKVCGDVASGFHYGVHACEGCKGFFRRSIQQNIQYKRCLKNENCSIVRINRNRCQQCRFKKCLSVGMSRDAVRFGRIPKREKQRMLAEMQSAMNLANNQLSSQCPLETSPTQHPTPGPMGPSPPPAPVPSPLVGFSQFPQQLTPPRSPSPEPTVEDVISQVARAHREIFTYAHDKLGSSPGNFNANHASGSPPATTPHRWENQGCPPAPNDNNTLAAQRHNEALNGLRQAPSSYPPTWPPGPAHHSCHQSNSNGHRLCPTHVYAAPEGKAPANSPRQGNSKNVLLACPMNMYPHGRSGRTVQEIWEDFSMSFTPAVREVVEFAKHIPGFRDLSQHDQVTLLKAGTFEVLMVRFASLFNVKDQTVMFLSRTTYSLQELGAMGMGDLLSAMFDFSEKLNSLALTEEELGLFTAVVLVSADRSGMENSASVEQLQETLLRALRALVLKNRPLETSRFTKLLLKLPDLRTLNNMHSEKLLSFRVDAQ
# PG9 binder = binders of HIV-1 gp120 antibody PG9, primary screen, biochemical, TR-FRET. HIV-1 gp120 / PG9 antibody interaction. TR-FRET gp120-PG9 antibody binding. inhibition, % at 6.7 µM. hit rate 0.43% among 360,000; in the data active means inhibition above about 8.5%
# LEDGF integ inh = blockers of LEDGF/p75-dependent integrase strand transfer – biochemical, TR-FRET, high throughput, primary screen. hit rate 0.64% among 370,000. TR-FRET IN-LEDGF/p75 DNA integration, Eu/Cy5. inhibition, % at 3.7 µM. HIV-1 integrase (with human LEDGF/p75);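 active means inhibition above the screen-wide mean plus 3 SD, cut at about 13% in these data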;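 further: signal is the Cy5 over europium emission ratio at 671 and 618 nm; 0% = plate median of compound wells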
# UHRF1 MBD2 ctr = UHRF1 methylated DNA binding inhibitors, primary screen, counter-screen for MBD2 inhibitor project, biochemical, TR-FRET, human UHRF1, single concentration | UHRF1 binding to methylated oligo | inhibition, % at 4.4 µM | hit rate 0.75% among 370,000 | AID 687016, 2013; in the data active means inhibition above about 21%;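 further: UHRF1 SRA domain binding a hemimethylated CpG hairpin DNA probe; 0% = median of test compound wells and 100% = reference inhibitor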
# The depositor's hits bear a star; nt = not tested or not shown. An excerpt; rates above refer to the full screens.
1) Cc1ccccc1CNC(=O)Cc1ccccc1[N+](=O)[O-]
2) Cc1ccc(N2CC(C(=O)Nc3cccnc3)CC2=O)cc1Cl (stereo unspecified)
3) C=CCn1c(SCC(=O)NCc2ccc3c(c2)OCO3)nnc1-c1cccnc1
4) Cc1cc(Nc2ccc(F)cc2Cl)n2ncnc2n1
5) CC(NS(=O)(=O)c1cc2c3c(c1)CCC(=O)N3CCC2)c1ccccc1 (stereo unspecified)
6) O=C(NC1CCN(Cc2ccccc2)CC1)c1ccc(S(=O)(=O)NCc2ccco2)cc1
7) Cc1nc2ccc(C(=O)N3CCN(c4ccccc4)CC3)cn2c1N(C)C(=O)CCc1ccccc1
8) Cn1cnc2c(cnn2-c2ccccc2)c1=O
assay / entry,1,2,3,4,5,6,7,8
TCR-CD3 inh,-7,7,-3,0,-3,2,-4,4
rCAG binder,-3,0,-3,2,-6,-7,-1,1
ABHD4 inh,-12,0,-5,-3,11,-3,1,-3
HTRA1 inh,2,1,2,-1,-2,1,nt,-4
PRMT1 FP inh,4,0,5,-5,3,0,4,1
MBD2 DNA inh,4,-3,6,-8,7,-5,4,-6
Rev-erbA mod,-1,3,-1,3,2,-1,4,2
PG9 binder,0.5,-0.4,0.3,0.5,0.5,-0.4,1.8,-1.8
LEDGF integ inh,-5,-2,0,7,-3,2,-2,-1
UHRF1 MBD2 ctr,8,0,12,2,0,2,0,0

9) CCc1cccc(C)c1NC(=O)c1cccnc1
10) Cc1ccc(CN2CCN(C/C(Cl)=C/c3ccccc3)CC2CCO)o1 (stereo unspecified)
11) CCn1cc(C(=O)O)c(=O)c2cc(F)c(N3CCN(C(=S)NC(=O)c4ccc(F)cc4)CC3)cc21
12) O=C(NC1CCCCCC1)C(Cc1ccccc1)n1cccc1 (stereo unspecified)
13) O=C(c1nnc(-c2ccc(Cl)cc2)o1)C1CCCC1
14) C/C(=N\NC(=O)c1ccc([N+](=O)[O-])cc1)c1cccc([N+](=O)[O-])c1
15) C[C@H]1CN([C@@H](C)CO)C(=O)c2cc(-c3cccnc3)cnc2O[C@H]1CN(C)Cc1ccc(Oc2ccccc2)cc1
16) Cc1onc(-c2ccccc2Cl)c1C(=O)N1CCN(Cc2ccc3c(c2)OCO3)CC1
assay / entry,9,10,11,12,13,14,15,16
TCR-CD3 inh,-8,2,3,0,1,5,-4,-3
rCAG binder,0,-8,-2,-6,-4,0,2,-5
ABHD4 inh,0,-5,2,-5,-1,4,4,4
HTRA1 inh,4,1,-2,-6,0,-9,-5,1
PRMT1 FP inh,1,1,-3,-3,-5,1,4,2
MBD2 DNA inh,2,-6,-7,1,-3,0,6,1
Rev-erbA mod,-4,-3,0,-3,0,-9,2,0
PG9 binder,-0.8,0.1,-1.8,0.3,1.8,-1.6,-0.1,1.1
LEDGF integ inh,-1,3,6,8,3,-3,-4,-1
UHRF1 MBD2 ctr,-2,0,1,-1,-4,0,1,-1

17) O=C(NCc1ccc2c(c1)OCO2)C1CCCN1C(=O)Nc1cccc(F)c1 (stereo unspecified)
18) C=CCNS(=O)(=O)c1nc(C)c(Cl)c(C)c1C#N
19) O=C(NCc1ccccc1)c1ccc(NC(=O)C2CCCCC2)cc1
20) CC(C)(C)c1ccc(S(=O)(=O)N2CCN(C(=O)C3=COCCO3)CC2)cc1
21) Cc1ccc(C(=O)Nc2cccnc2)cc1Cl
22) Cc1ccc2ncnc(Nc3cccc(C(=O)O)c3)c2c1
23) S=C(NCCCN1CCOCC1)N(Cc1ccccc1)Cc1ccccc1
24) COc1cccc(CNC(=O)[C@@H]2CCCN2C(=O)[C@H]2CCCCN2S(=O)(=O)c2ccc(OC)c(C)c2)c1
assay / entry,17,18,19,20,21,22,23,24
TCR-CD3 inh,-3,0,-4,7,-3,9,0,0
rCAG binder,-1,-1,1,-3,-2,0,-9,1
ABHD4 inh,-2,-1,-4,-2,-3,4,-7,-2
HTRA1 inh,5,-1,1,2,4,2,-8,nt
PRMT1 FP inh,0,-1,3,1,-4,2,-1,-4
MBD2 DNA inh,2,3,2,-4,3,-3,-3,1
Rev-erbA mod,-2,-3,-1,-1,0,-2,-1,-11
PG9 binder,0.6,-0.4,0.1,-0.3,2.2,-0.9,0.4,1.7
LEDGF integ inh,-1,-2,0,0,-1,4,1,0
UHRF1 MBD2 ctr,0,6,1,-1,-3,1,-1,-1

# Part of the list above in another layout.
no. | Molecule | TCR-CD3 inh | rCAG binder | ABHD4 inh | HTRA1 inh | PRMT1 FP inh | MBD2 DNA inh | Rev-erbA mod | PG9 binder | LEDGF integ inh | UHRF1 MBD2 ctr
11 | CCn1cc(C(=O)O)c(=O)c2cc(F)c(N3CCN(C(=S)NC(=O)c4ccc(F)cc4)CC3)cc21 | 3 | -2 | 2 | -2 | -3 | -7 | 0 | -1.8 | 6 | 1
12 | O=C(NC1CCCCCC1)C(Cc1ccccc1)n1cccc1 (stereo unspecified) | 0 | -6 | -5 | -6 | -3 | 1 | -3 | 0.3 | 8 | -1
13 | O=C(c1nnc(-c2ccc(Cl)cc2)o1)C1CCCC1 | 1 | -4 | -1 | 0 | -5 | -3 | 0 | 1.8 | 3 | -4
14 | C/C(=N\NC(=O)c1ccc([N+](=O)[O-])cc1)c1cccc([N+](=O)[O-])c1 | 5 | 0 | 4 | -9 | 1 | 0 | -9 | -1.6 | -3 | 0
15 | C[C@H]1CN([C@@H](C)CO)C(=O)c2cc(-c3cccnc3)cnc2O[C@H]1CN(C)Cc1ccc(Oc2ccccc2)cc1 | -4 | 2 | 4 | -5 | 4 | 6 | 2 | -0.1 | -4 | 1
16 | Cc1onc(-c2ccccc2Cl)c1C(=O)N1CCN(Cc2ccc3c(c2)OCO3)CC1 | -3 | -5 | 4 | 1 | 2 | 1 | 0 | 1.1 | -1 | -1
17 | O=C(NCc1ccc2c(c1)OCO2)C1CCCN1C(=O)Nc1cccc(F)c1 (stereo unspecified) | -3 | -1 | -2 | 5 | 0 | 2 | -2 | 0.6 | -1 | 0
18 | C=CCNS(=O)(=O)c1nc(C)c(Cl)c(C)c1C#N | 0 | -1 | -1 | -1 | -1 | 3 | -3 | -0.4 | -2 | 6
19 | O=C(NCc1ccccc1)c1ccc(NC(=O)C2CCCCC2)cc1 | -4 | 1 | -4 | 1 | 3 | 2 | -1 | 0.1 | 0 | 1
20 | CC(C)(C)c1ccc(S(=O)(=O)N2CCN(C(=O)C3=COCCO3)CC2)cc1 | 7 | -3 | -2 | 2 | 1 | -4 | -1 | -0.3 | 0 | -1
21 | Cc1ccc(C(=O)Nc2cccnc2)cc1Cl | -3 | -2 | -3 | 4 | -4 | 3 | 0 | 2.2 | -1 | -3
22 | Cc1ccc2ncnc(Nc3cccc(C(=O)O)c3)c2c1 | 9 | 0 | 4 | 2 | 2 | -3 | -2 | -0.9 | 4 | 1
23 | S=C(NCCCN1CCOCC1)N(Cc1ccccc1)Cc1ccccc1 | 0 | -9 | -7 | -8 | -1 | -3 | -1 | 0.4 | 1 | -1
24 | COc1cccc(CNC(=O)[C@@H]2CCCN2C(=O)[C@H]2CCCCN2S(=O)(=O)c2ccc(OC)c(C)c2)c1 | 0 | 1 | -2 | nt | -4 | 1 | -11 | 1.7 | 0 | -1

# Later entries:
25) COc1ccc(S(=O)(=O)N2CCC(C(=O)NCCC(=O)NCc3ccccc3OC)CC2)cc1
26) COC(=O)[C@]12C[C@H](CC(=O)N3CCCCC3)C(=O)N(Cc3ccco3)C1=C[C@H](COCc1ccccc1)O[C@@H]2C
27) NC(=O)COC(=O)[C@@H]1CC(O)CN1S(=O)(=O)c1ccc2c(c1)OCCO2 (stereo partly specified)
28) CN(Cc1nc(-c2ccccn2)no1)S(=O)(=O)c1ccc(Br)cc1
29) CCNc1nc(OCCNC(C)=O)nc(N(C)C)n1
30) CCCCNC(=S)N/N=C/c1ccccc1F
31) Cc1ccc(C(=O)NCC(=O)OCCCOC(=O)CNC(=O)c2ccc(C)cc2)cc1
32) FC(F)(F)c1cc(C(F)(F)F)c2ccc(N3CCOCC3)nc2n1
assay / entry,25,26,27,28,29,30,31,32
TCR-CD3 inh,2,nt,-3,3,7,-1,1,2
rCAG binder,-2,3,-2,-2,-4,-4,-2,-4
ABHD4 inh,-3,11,6,2,6,-5,-6,2
HTRA1 inh,5,nt,0,-2,4,-15,7,-3
PRMT1 FP inh,3,-2,5,-3,-1,5,1,4
MBD2 DNA inh,7,-6,0,2,2,0,0,2
Rev-erbA mod,-4,6,0,5,2,3,2,2
PG9 binder,0.9,nt,0.8,0.1,-2.1,-0.6,2.5,-0.8
LEDGF integ inh,2,3,-6,-4,-5,-1,1,-2
UHRF1 MBD2 ctr,1,1,0,3,1,2,-2,3

33) CC(C)n1c(=O)[nH]c(=O)n1C(C)C
34) Cn1c(SC2C(=O)CC(C)(C)CC2=O)nnc1-c1ccco1
35) CC(=NCCCn1ccnc1)c1c(-c2ccccc2)[nH]n(-c2nc3ccccc3s2)c1=O
36) CC1=C(C#N)C(/C=N/OCc2ccc(F)cc2Cl)CC(=O)N1 (stereo unspecified)
37) COc1ccccc1NC(=O)CSCc1ccc([N+](=O)[O-])cc1
38) CCCCC#Cc1ccccc1CC(=O)Nc1ccccc1
39) COc1cc(/C(C)=N/NC(=O)C(O)(c2ccccc2)c2ccccc2)ccc1O
40) O=C(Cc1ccccn1)c1ccc(F)cc1
41) COc1ccc(S(=O)(=O)N2CCN(C(=O)c3ccc(C)o3)CC2)cc1
42) COc1ccc(NC(=S)NC(C)Cc2cccs2)cc1 (stereo unspecified)
43) COc1cc(C(=O)Nc2ccccc2N2CCCCC2)cc(OC)c1OC
assay / entry,33,34,35,36,37,38,39,40,41,42,43
TCR-CD3 inh,-5,0,-3,3,6,2,4,-4,-1,-7,2
rCAG binder,-3,-1,1,-2,-4,0,4,1,1,-6,-2
ABHD4 inh,1,3,-3,-4,0,-13,-1,1,5,-12,-19
HTRA1 inh,2,4,-2,-2,-2,-24,-10,-4,4,6,-6
PRMT1 FP inh,-2,-2,0,0,-1,1,-3,0,0,4,-5
MBD2 DNA inh,10,1,5,3,3,10,-4,0,1,2,-3
Rev-erbA mod,0,-4,1,-2,-4,-4,-1,0,9,1,0
PG9 binder,0.3,-0.1,-0.2,-0.9,0.4,-2.4,-3.6,1.6,1.6,-0.5,-3.4
LEDGF integ inh,-3,0,3,-4,0,-1,-1,-2,0,-3,11
UHRF1 MBD2 ctr,1,0,2,-1,-2,18,-1,2,-2,6,3
